RGS4-Gao reg: human RGS4-Galphao interaction regulation | P09471 | Multiplexed bead flow cytometry, RGS4-Galphao binding; actives lie on both sides | binding response (% of control), % at 10 µM | 0.33% of 220,000 active; in the data active = binding response below about 49% or above about 150%; inactive = in between;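 also: fluorescent Galphao activated with aluminum fluoride binding bead-coupled RGS4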
Target sequence (P09471 whole entry, looked up): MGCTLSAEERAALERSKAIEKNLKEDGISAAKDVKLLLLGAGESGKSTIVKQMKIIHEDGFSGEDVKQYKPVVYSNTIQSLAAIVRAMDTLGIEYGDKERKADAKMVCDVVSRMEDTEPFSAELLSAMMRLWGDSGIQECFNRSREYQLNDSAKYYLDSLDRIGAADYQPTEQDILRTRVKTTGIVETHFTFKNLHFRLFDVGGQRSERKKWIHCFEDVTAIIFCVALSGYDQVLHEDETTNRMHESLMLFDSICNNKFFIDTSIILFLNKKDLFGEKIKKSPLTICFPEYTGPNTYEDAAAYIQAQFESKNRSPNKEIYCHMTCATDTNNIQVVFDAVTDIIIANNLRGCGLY
RGS7-Gao: regulators of human RGS7-Galphao interaction; P09471; Multiplexed bead flow cytometry, RGS7-Galphao binding; actives lie on both sides; binding response (% of control), % at 10 µM; 0.35% of 220,000 active; AID 1439; in the data active = binding response below about 49% or above about 150%; inconclusive = no clear call, values can overlap the other calls; inactive = in between;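 also: fluorescent Galphao held in activated GDP-AlF4 state binding bead-coupled RGS7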
Bim-Bcl-XL: disrupts Bim peptide binding to human Bcl-XL; Q07817; bead flow cytometry, fluorescence; inhibition, % at 10 µM; 0.04% of 190,000 active; AID 1007
Target sequence (Q07817 whole entry, looked up): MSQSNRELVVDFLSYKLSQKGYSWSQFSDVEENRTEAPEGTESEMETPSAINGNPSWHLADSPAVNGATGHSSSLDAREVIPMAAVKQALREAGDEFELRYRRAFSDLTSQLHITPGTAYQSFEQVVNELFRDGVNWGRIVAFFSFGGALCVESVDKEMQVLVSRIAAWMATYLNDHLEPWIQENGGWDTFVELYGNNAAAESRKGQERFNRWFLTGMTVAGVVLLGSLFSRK
Mcl-1 Bim block: human Bim-Mcl-1 interaction inhibition. inhibition, % at 10 µM. Q07820. Bead-based flow cytometry, Bim peptide-Mcl-1 binding. 0.1% of 190,000 active;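 also: 0% = no compound tracer wells and 100% = peptide blocker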
Mcl1-Noxa inh: Mcl-1/Noxa interaction inhibition; inhibition, % at 21.7 µM; AID 1022; 1.5% of 220,000 active; TR-FRET Mcl-1/Noxa peptide binding, 2 h;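 active = compounds that cut the protein-peptide binding signal by more than 50% relative to plate controls in a single-dose test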;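 also: His-tagged Mcl-1 with rhodamine Noxa BH3 peptide and terbium anti-His antibody; 0% = Mcl-1 plus Noxa peptide wells and 100% = peptide-only wells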
Bfl-1 Bim block: disrupts Bim binding to human Bfl-1. Bead-based flow cytometry, Bim-Bfl-1 binding inhibition. inhibition, % at 10 µM. 0.12% of 190,000 active. Q16548;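 also: 0% = wells without compound plus tracer and 100% = blocker peptide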
Bcl-B Bim block: inhibitors of Bim-Bcl-B interaction, human; Q9HD36; bead-based flow cytometry, Bim peptide-Bcl-B binding; inhibition, % at 10 µM; 0.073% of 190,000 active; AID 951;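 also: 0% = tracer peptide without compound and 100% = reference inhibitor peptide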
Target sequence (Q9HD36 whole entry, looked up): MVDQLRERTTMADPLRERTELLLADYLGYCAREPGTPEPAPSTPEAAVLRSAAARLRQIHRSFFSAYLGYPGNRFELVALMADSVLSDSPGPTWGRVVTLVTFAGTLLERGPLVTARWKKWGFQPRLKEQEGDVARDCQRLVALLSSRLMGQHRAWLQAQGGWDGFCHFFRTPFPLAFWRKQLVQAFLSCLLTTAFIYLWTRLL
Bcl-2 Bim block: inhibitors of Bim-Bcl-2 interaction, human; AID 950; 0.06% of 190,000 active; Bead-based flow cytometry, Bim peptide-Bcl-2 binding; inhibition, % at 10 µM; in the data active = inhibition above about 40%; inconclusive = no clear call, values can overlap the other calls;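 also: 0% = no compound wells with probe peptide and 100% = reference peptide inhibitor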
Bcl-W Bim block: inhibitors of Bim-Bcl-W interaction, human | Q92843 | bead-based flow cytometry, Bim peptide-Bcl-W binding | inhibition, % at 10 µM | 0.02% of 190,000 active | AID 952;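 also: 0% = bound tracer without compound and 100% = peptide blocker; higher means less fluorescent Bim peptide bound to Bcl-W beads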
Target sequence (Q92843 whole entry, looked up): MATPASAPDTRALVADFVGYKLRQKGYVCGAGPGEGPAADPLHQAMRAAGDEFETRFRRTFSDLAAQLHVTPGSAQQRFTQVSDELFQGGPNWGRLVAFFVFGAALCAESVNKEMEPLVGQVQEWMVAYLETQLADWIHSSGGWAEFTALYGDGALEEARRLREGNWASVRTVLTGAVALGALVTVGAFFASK
RGS8-Gao: modulates binding of RGS8 to human Galphao; P09471; AID 1423; 0.34% of 220,000 active; response (percent of control binding), % at 10 µM; multiplexed bead flow cytometry; actives lie on both sides; in the data active = response below about 60% or above about 140%; inactive = in between;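 also: Galphao activated as the GDP aluminium fluoride complex binding bead-coupled RGS8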
Mcl1-Bid inh: disrupts binding of human Mcl-1 to Bid peptide | 0.97% of 220,000 active | TR-FRET Mcl-1/Bid-Dy647 peptide binding, 1536-well | inhibition, % at 21.7 µM | Q07820 | AID 1021;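 active = compounds that cut the binding signal by more than half at the single screening dose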;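 also: His-tagged Mcl-1 with europium anti-His antibody binding Bid BH3 peptide; 0% = Mcl-1 plus peptide wells and 100% = peptide-only wells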
Numbers without * were called inactive; & = joins results of further samples. Rule as the data show it, unless noted: active = inhibition above about 40%. This is a random part of the collection. About 2.7% of those tested had a hit in this group.

O=C(NNc1ncnc2c1cnn2-c1ccc(F)cc1)c1cccs1 was read as RGS4-Gao reg 101, RGS7-Gao 102, Bim-Bcl-XL -1, Mcl-1 Bim block 4, Mcl1-Noxa inh 14, Bfl-1 Bim block -5, Bcl-B Bim block -7, Bcl-2 Bim block 2, Bcl-W Bim block -1, RGS8-Gao 101 and Mcl1-Bid inh -20.
Screening C=C1SC(=Nc2ccccc2Cl)N(C(=O)c2sc3ccccc3c2Cl)C1(C)C returned RGS4-Gao reg -16*, RGS7-Gao inconclusive, Mcl1-Noxa inh 10, RGS8-Gao 9.4* and Mcl1-Bid inh 18.
`N=c1n(CCO)c2ccccc2n1CCOc1ccc(Cl)cc1Cl` gave RGS4-Gao reg 103, RGS7-Gao 95, Bim-Bcl-XL -3, Mcl-1 Bim block -2, Mcl1-Noxa inh 6, Bfl-1 Bim block -9, Bcl-B Bim block -8, Bcl-2 Bim block -6, Bcl-W Bim block 0, RGS8-Gao 101 and Mcl1-Bid inh -9.
N#Cc1ccc(OCc2nnc(SCC(=O)c3ccccc3)n2-c2ccccc2)cc1 was read as RGS4-Gao reg 92, RGS7-Gao 90, Bim-Bcl-XL 1, Mcl-1 Bim block 0, Mcl1-Noxa inh 11, Bfl-1 Bim block 6, Bcl-B Bim block -3, Bcl-2 Bim block -3, Bcl-W Bim block -1, RGS8-Gao 80 and Mcl1-Bid inh 11.
`c1ccc(N2CCN(c3c4c(nc5ncnn35)CCC4)CC2)cc1` gave RGS4-Gao reg 99, RGS7-Gao 97, Bim-Bcl-XL 0, Mcl-1 Bim block -2, Mcl1-Noxa inh 23, Bfl-1 Bim block 0, Bcl-B Bim block -2, Bcl-2 Bim block 0, Bcl-W Bim block 0, RGS8-Gao 99 and Mcl1-Bid inh -12.
Screening Cc1nc2ccc(NC(=S)N3CCOCC3)cc2nc1C returned RGS4-Gao reg 93, RGS7-Gao 91, Bim-Bcl-XL -2, Mcl-1 Bim block 2, Mcl1-Noxa inh 14, Bfl-1 Bim block -2, Bcl-B Bim block 0, Bcl-2 Bim block -1, Bcl-W Bim block 1, RGS8-Gao 95 and Mcl1-Bid inh -29.
For COC(=O)c1cn(NC(=O)/C=C/c2cccc(OC)c2OC)c(=O)c2ccccc12 the results were RGS4-Gao reg 99, RGS7-Gao 99, Bim-Bcl-XL -5, Mcl-1 Bim block 0, Mcl1-Noxa inh 14, Bfl-1 Bim block -2, Bcl-B Bim block -3, Bcl-2 Bim block 0, Bcl-W Bim block -4, RGS8-Gao 100 and Mcl1-Bid inh 29.
`COc1cc2c(cc1NC(=O)c1cc(-c3ccccn3)nc3ccccc13)oc1ccccc12` gave RGS4-Gao reg 100, RGS7-Gao 99, Bim-Bcl-XL -9, Mcl-1 Bim block -6, Mcl1-Noxa inh 1, Bfl-1 Bim block -5, Bcl-B Bim block -15, Bcl-2 Bim block -18, Bcl-W Bim block 2, RGS8-Gao 103 and Mcl1-Bid inh 23.
Screening Clc1ccc(C2=Nn3c(nnc3-c3cc(-c4ccccc4)n[nH]3)SC2)cc1 returned RGS4-Gao reg 102, RGS7-Gao 99, Bim-Bcl-XL -1, Mcl-1 Bim block 1, Mcl1-Noxa inh 17, Bfl-1 Bim block 0, Bcl-B Bim block 1, Bcl-2 Bim block 1, Bcl-W Bim block 0, RGS8-Gao 100 and Mcl1-Bid inh -4.
CCCC(C)C(=O)Nc1ccc(S(N)(=O)=O)cc1 (centres undefined) was read as RGS4-Gao reg 99, RGS7-Gao inconclusive, Bim-Bcl-XL 1, Mcl-1 Bim block 7, Mcl1-Noxa inh -2, Bfl-1 Bim block 0, Bcl-B Bim block 0, Bcl-2 Bim block 5, Bcl-W Bim block 1, RGS8-Gao 100 and Mcl1-Bid inh 8.
`CCCC(c1nnnn1C(C)(C)C)N1CCN(c2ccccc2)CC1` (centres undefined) gave RGS4-Gao reg 100, RGS7-Gao 100, Bim-Bcl-XL -5, Mcl-1 Bim block -5, Mcl1-Noxa inh 1, Bfl-1 Bim block -10, Bcl-B Bim block -5, Bcl-2 Bim block -6, Bcl-W Bim block -4, RGS8-Gao 105 and Mcl1-Bid inh -32.
CCN(CC)S(=O)(=O)c1ccc(C(=O)Nc2ccc(OCC(=O)N3CCOCC3)cc2)cc1 was read as RGS4-Gao reg 104, RGS7-Gao 101, Bim-Bcl-XL -6, Mcl-1 Bim block -2, Mcl1-Noxa inh -8, Bfl-1 Bim block 0, Bcl-B Bim block -6, Bcl-2 Bim block 0, Bcl-W Bim block -3, RGS8-Gao 102 and Mcl1-Bid inh 18.
Screening CCS(=O)(=O)N1CCN(C2CCC(c3ccccc3)CC2)CC1 (centres undefined) returned RGS4-Gao reg 103, RGS7-Gao 104, Bim-Bcl-XL -5, Mcl-1 Bim block 0, Mcl1-Noxa inh 10, Bfl-1 Bim block -8, Bcl-B Bim block -6, Bcl-2 Bim block -6, Bcl-W Bim block 0, RGS8-Gao 105 and Mcl1-Bid inh 54*.
Screening O=C(CCl)Nc1ccccc1Sc1ccccc1 returned RGS4-Gao reg 98, RGS7-Gao 100, Bim-Bcl-XL -9, Mcl-1 Bim block -3, Mcl1-Noxa inh 5, Bfl-1 Bim block -16, Bcl-B Bim block -9, Bcl-2 Bim block -9, Bcl-W Bim block -4, RGS8-Gao 102 and Mcl1-Bid inh -20.
Screening O=C(Oc1c(CN2CCOCC2)cc(Cl)c2cccnc12)c1cccs1 returned RGS4-Gao reg 102, RGS7-Gao inconclusive, Bim-Bcl-XL 0, Mcl-1 Bim block 0, Mcl1-Noxa inh -4, Bfl-1 Bim block 4, Bcl-B Bim block 0, Bcl-2 Bim block 6, Bcl-W Bim block -1, RGS8-Gao 103 and Mcl1-Bid inh -42.
`Cc1nc(-c2ccccc2)nc2[nH]c(-c3ccccc3)cc(=O)c12` gave RGS4-Gao reg 100, RGS7-Gao 99, Bim-Bcl-XL -7, Mcl-1 Bim block -4, Mcl1-Noxa inh -117, Bfl-1 Bim block -15, Bcl-B Bim block -8, Bcl-2 Bim block -8, Bcl-W Bim block 0, RGS8-Gao 98 and Mcl1-Bid inh 1.
Screening CCC(=O)Oc1ccc(C(=O)Nc2ccc3c(c2)C(=O)N(C2CCCCC2)C3=O)cc1 returned RGS4-Gao reg 102, RGS7-Gao 112, Bim-Bcl-XL -2, Mcl-1 Bim block -3, Mcl1-Noxa inh -22, Bfl-1 Bim block -2, Bcl-B Bim block -5, Bcl-2 Bim block 0, Bcl-W Bim block -3, RGS8-Gao 101 and Mcl1-Bid inh -1.
For CCCCCCC(=O)N/N=C1\CCCc2ccccc21 the results were RGS4-Gao reg 98, RGS7-Gao 100, Bim-Bcl-XL -5, Mcl-1 Bim block -3, Mcl1-Noxa inh 9, Bfl-1 Bim block -2, Bcl-B Bim block -3, Bcl-2 Bim block -4, Bcl-W Bim block -2, RGS8-Gao 97 and Mcl1-Bid inh -14.
Screening Cn1c2c(c3ccccc31)CC/C2=N\O returned RGS4-Gao reg 98, RGS7-Gao 98, Bim-Bcl-XL 0, Mcl-1 Bim block 2, Mcl1-Noxa inh -6, Bfl-1 Bim block -12, Bcl-B Bim block -8, Bcl-2 Bim block -3, Bcl-W Bim block 5, RGS8-Gao 102 and Mcl1-Bid inh -44.
Screening COc1ccc(OC(=O)c2cccnc2)cc1 returned RGS4-Gao reg 96, RGS7-Gao 95, Bim-Bcl-XL -3, Mcl-1 Bim block 1, Mcl1-Noxa inh 3, Bfl-1 Bim block -14, Bcl-B Bim block -5, Bcl-2 Bim block -6, Bcl-W Bim block 2, RGS8-Gao 98 and Mcl1-Bid inh 3.
`O=C(O)C1CCN(C(=O)c2ccco2)CC1` gave RGS4-Gao reg 104, RGS7-Gao 100, Bim-Bcl-XL 1, Mcl-1 Bim block 0, Mcl1-Noxa inh -11, Bfl-1 Bim block -6, Bcl-B Bim block -3, Bcl-2 Bim block -2, Bcl-W Bim block 0, RGS8-Gao 102 and Mcl1-Bid inh -9.
CCOc1cccc(C(=O)Nc2ccccc2N2CCN(C(=O)C(C)C)CC2)c1 was read as RGS4-Gao reg 95, RGS7-Gao 99, Bim-Bcl-XL -3, Mcl-1 Bim block 8, Mcl1-Noxa inh 5, Bfl-1 Bim block 0, Bcl-B Bim block -3, Bcl-2 Bim block 2, Bcl-W Bim block 6, RGS8-Gao 98 and Mcl1-Bid inh -21.
For Cc1cc(NC(=O)CSc2nc(C(C)C)nc3sc4c(c23)CCC(C)C4)no1 (centres undefined) the results were RGS4-Gao reg 93, RGS7-Gao 97, Bim-Bcl-XL -3, Mcl-1 Bim block -4, Mcl1-Noxa inh -43, Bfl-1 Bim block -5, Bcl-B Bim block -5, Bcl-2 Bim block -8, Bcl-W Bim block -5, RGS8-Gao 76 and Mcl1-Bid inh -17.
Screening COc1ccc2[nH]c(=O)c(CN(C(=O)c3ccco3)C(C)C)cc2c1 returned RGS4-Gao reg 97, RGS7-Gao inconclusive, Mcl1-Noxa inh 24, RGS8-Gao 101 and Mcl1-Bid inh -16.
`COc1ccc(C2C=C(c3ccc(Cl)cc3)Nc3nc(NC(C)=O)nn32)cc1` (centres undefined) gave RGS4-Gao reg 102, RGS7-Gao 101, Bim-Bcl-XL -2, Mcl-1 Bim block 0, Mcl1-Noxa inh 17, Bfl-1 Bim block 2, Bcl-B Bim block 0, Bcl-2 Bim block -1, Bcl-W Bim block 0, RGS8-Gao 106 and Mcl1-Bid inh -117.
For COC(=O)c1ccc(NC(=O)c2cc3sccc3n2C)cc1 the results were RGS4-Gao reg 91, RGS7-Gao 91, Bim-Bcl-XL -1, Mcl-1 Bim block -1, Mcl1-Noxa inh 9, Bfl-1 Bim block -2, Bcl-B Bim block 2, Bcl-2 Bim block 0, Bcl-W Bim block -1, RGS8-Gao 96 and Mcl1-Bid inh -21.
For Nc1nc(Nc2ccccc2)nc(N2CCOCC2)c1[N+](=O)[O-] the results were RGS4-Gao reg 96, RGS7-Gao 97, Bim-Bcl-XL -5, Mcl-1 Bim block -6, Mcl1-Noxa inh -3, Bfl-1 Bim block -4, Bcl-B Bim block -5, Bcl-2 Bim block -3, Bcl-W Bim block -6, RGS8-Gao 95 and Mcl1-Bid inh -26.
Screening CCN1C(=O)CSc2ccc(C(=O)NCc3ccccc3OC)cc21 returned RGS4-Gao reg 97, RGS7-Gao 99, Bim-Bcl-XL 2, Mcl-1 Bim block -1, Mcl1-Noxa inh -11, Bfl-1 Bim block 0, Bcl-B Bim block 0, Bcl-2 Bim block 0, Bcl-W Bim block -2, RGS8-Gao 103 and Mcl1-Bid inh 7.
For CCOC(=O)c1nc2sc3c(c2c(=O)[nH]1)CCCC3 the results were RGS4-Gao reg 102&115, RGS7-Gao inconclusive, Bim-Bcl-XL -1, Mcl-1 Bim block -2, Mcl1-Noxa inh -2&-8, Bfl-1 Bim block 0, Bcl-B Bim block 0, Bcl-2 Bim block 3, Bcl-W Bim block 0, RGS8-Gao 100&102 and Mcl1-Bid inh -2&-3.

Assay outcomes as filed in PubChem.
